EPAC1 antag: blocks human EPAC1 exchange factor; EPAC1 GEF assay, Rap1b-BODIPY-GDP exchange fluorescence; Potency, µM (series often up to 115 µM), for the others: at the top dose activity change, negative = inhibition, usual class: inhibitors; 0.14% of 360,000 active; AID 720709;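 also: potency is read from the fitted curve at half-maximal effect; plate controls were vehicle for no effect and positive control for full effect; nearly all actives have a fitted effect of over 50% in size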
Abeta rescue: A-beta toxicity reversal in yeast; yeast expressing A-beta42, growth rescue, OD600, 48 h; response scale: 0% DMSO, 100% iron-clioquinol control; Potency, µM (top dose mostly 46.1 µM), inactives show at the highest dose growth rescue, usual class: activators; 0.063% of 410,000 active; AID 1347071; also: potency is read from the fitted curve at half-maximal effect; nearly all actives have a fitted effect of over 55% in size
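Growth rescue measured by 600 nm absorbance after 48 h yeast culture at 30 C with compound. Values normalized between DMSO and an equimolar ferric chloride plus clioquinol control.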
PI5P4Ka inh: inhibitors of human PI5P4K alpha; P48426; PI5P4Kalpha enzyme, ADP-Glo luminescence, 60 min; stronger effect = lower value; max response, %; 1.2% of 330,000 active; active = max response of -50% or lower; inconclusive = between -30% and -50%; inactive = -30% or higher; also: value at the top dose of about 77 µM; % is scaled to controls: 0 for no effect and ±100 for the full control effect
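Controls without substrate or without enzyme flank wells where PI5P4Kalpha converts substrate using 5 microM ATP (final). Incubation lasts 60 minutes at room temperature; ADP formed is read by ADP-Glo luminescence.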
FUS suppressor: rescues growth of FUS-expressing yeast | Potency, µM (titrated, usually from 76.6 µM), without a hit: at the highest dose growth rescue (activation), actives largely listed as activators | 0.24% of 390,000 active | AID 1347120 | S. cerevisiae FUS-expressing, growth rescue, OD600, 24 h;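 also: potency is read from the fitted curve at half-maximal effect; plate controls were DMSO vehicle for no effect and reference control for full effect; nearly all actives have a fitted effect of over 55% in size; some results filed as inactive show a strong effect at the top dose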
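Steps: raffinose overnight preculture; dilution to OD 0.005 in 2% galactose minimal medium; compound addition (concentration series); 24hr at 30C, 99% humidity; absorbance read at 600 nm.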
PLK1 PBD inh: blocks phosphopeptide binding to human PLK1 polo-box domain; P53350; Plk1 PBD binding of FITC phosphopeptide, fluorescence polarization; Potency, µM, for the others: max response, negative = inhibition, most hits filed as inhibitors; 2.8% of 360,000 active; also: potency is read from the fitted curve at half-maximal effect; series mostly up to about 57 µM; % is scaled to controls: 0 for no effect and ±100 for the full control effect; nearly all actives have a fitted effect of over 65% in size
WRN inhibitor: blocks human WRN helicase; Q14191; WRN helicase unwinding, fluorescent forked duplex, kinetic; Potency, µM (doses to about 114 µM), for inactives: at the highest dose activity change, negative = inhibition, most hits filed as inhibitors; 0.46% of 360,000 active; also: potency is read from the fitted curve at half-maximal effect; % is scaled to controls: 0 for no effect and ±100 for the full control effect; nearly all actives have a fitted effect of over 55% in size
Target sequence (Q14191 whole entry, looked up): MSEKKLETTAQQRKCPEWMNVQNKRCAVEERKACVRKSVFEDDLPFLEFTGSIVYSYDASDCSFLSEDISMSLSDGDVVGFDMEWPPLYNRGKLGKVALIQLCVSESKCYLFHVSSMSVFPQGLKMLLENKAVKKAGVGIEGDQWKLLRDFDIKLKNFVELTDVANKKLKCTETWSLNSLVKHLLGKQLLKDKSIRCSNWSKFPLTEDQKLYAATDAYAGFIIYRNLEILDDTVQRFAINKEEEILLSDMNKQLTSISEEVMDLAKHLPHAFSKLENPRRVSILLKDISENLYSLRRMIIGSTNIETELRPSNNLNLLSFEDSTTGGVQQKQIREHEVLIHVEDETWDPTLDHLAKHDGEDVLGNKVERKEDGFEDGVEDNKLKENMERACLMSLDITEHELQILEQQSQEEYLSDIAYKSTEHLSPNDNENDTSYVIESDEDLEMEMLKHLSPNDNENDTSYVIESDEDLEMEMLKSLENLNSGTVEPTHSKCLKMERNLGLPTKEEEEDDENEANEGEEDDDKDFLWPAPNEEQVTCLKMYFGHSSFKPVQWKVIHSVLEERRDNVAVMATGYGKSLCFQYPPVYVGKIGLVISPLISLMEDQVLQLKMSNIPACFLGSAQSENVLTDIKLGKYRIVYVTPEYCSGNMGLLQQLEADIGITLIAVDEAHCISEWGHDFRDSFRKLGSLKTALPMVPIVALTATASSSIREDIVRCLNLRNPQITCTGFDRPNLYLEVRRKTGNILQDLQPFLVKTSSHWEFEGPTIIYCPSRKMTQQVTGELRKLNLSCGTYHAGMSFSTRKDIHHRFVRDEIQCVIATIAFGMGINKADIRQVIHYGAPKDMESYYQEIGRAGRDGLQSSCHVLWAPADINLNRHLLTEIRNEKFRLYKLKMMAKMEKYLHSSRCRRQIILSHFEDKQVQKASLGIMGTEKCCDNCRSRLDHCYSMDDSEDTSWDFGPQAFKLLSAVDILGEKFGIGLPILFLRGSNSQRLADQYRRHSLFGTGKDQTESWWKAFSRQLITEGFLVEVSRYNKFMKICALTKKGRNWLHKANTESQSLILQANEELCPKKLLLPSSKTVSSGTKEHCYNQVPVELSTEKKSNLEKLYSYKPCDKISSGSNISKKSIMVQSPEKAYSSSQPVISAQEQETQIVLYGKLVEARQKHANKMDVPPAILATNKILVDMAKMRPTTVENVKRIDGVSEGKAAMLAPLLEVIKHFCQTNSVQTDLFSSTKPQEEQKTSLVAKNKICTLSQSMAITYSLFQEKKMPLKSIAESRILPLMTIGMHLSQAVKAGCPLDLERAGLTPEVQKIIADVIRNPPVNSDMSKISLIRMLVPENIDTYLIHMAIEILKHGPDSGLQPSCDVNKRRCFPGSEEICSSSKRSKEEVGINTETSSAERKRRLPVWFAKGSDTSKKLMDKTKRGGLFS
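Kinetic fluorescence helicase assay: unwinding of a quenched forked DNA duplex (100 nM final) with 2 mM ATP final raises red fluorescence (525/598 nm). Compounds sat 15 min at room temperature with 20 nM WRN beforehand.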
EPAC1 agonist: EPAC1 (human) agonism | Potency, µM (highest dose often 154 µM), for the others: at the highest dose activation, most hits filed as activators | 0.073% of 360,000 active | AID 720707 | O95398 | EPAC1 agonist qHTS, biochemical assay; response scale: 100% = response to 6.5 mM cAMP; also: potency is read from the fitted curve at half-maximal effect; nearly all actives have a fitted effect of over 60% in size
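Nucleotide exchange by EPAC1 (100 nM) on Rap1B–BODIPY-GDP (250 nM) in the presence of 50 uM GDP is tracked fluorescently at 480/540 nm over 30 min. Signals are normalized to a 6.5 mM cAMP control.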
IL2 activator: activators of IL-2 | IL-2 activation reporter assay, cell-based qHTS; stimulated with anti-CD3/CD4/CD28 beads; in transgenic mouse T cells | 0.065% of 360,000 active | activation, % (series mostly up to about 46 µM); in the data active = activation above about 50%; inconclusive = mostly about 30% to 49%; also: 0% is about no effect
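Screening format: compound pinned onto unstimulated transgenic mouse T cells, 60 min incubation, then anti-CD3/anti-CD4/anti-CD28 bead stimulation for 18 hours at 37 degrees C, followed by EGFP and DsRed detection.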
An asterisk follows results filed as active; ? = inconclusive; nt = no result given; & = joins results of further samples; [ ] = another dose, or the depositor's remark. Unless noted, calls follow the shape of the dose curve; as a rule, active = well fitted curve in the direction sought with a large enough effect; inconclusive = small, poorly fitted or top-dose-only effect, or another doubt; inactive = no such curve, though single readings can be large; an effect the other way counts as inactive or inconclusive.

no.	molecule	EPAC1 antag	Abeta rescue	PI5P4Ka inh	FUS suppressor	PLK1 PBD inh	WRN inhibitor	EPAC1 agonist	IL2 activator
1	COC(=O)[C@@]12CCCCN1[C@H](c1ccc(-c3ccc(F)cc3)c(OC)c1)[C@H]1C(=O)N(C)C(=O)[C@H]12	1.9%	3.8%	8.2	11.8%	-0.9%	-2.3%	10.3%	-1.4
2	COc1ccc(OCc2nnc(NC(=O)Nc3ccccc3F)s2)cc1	7.3%	-16.7%	-3.3	3.4%	-5.0%	-5.9%	-1.8%	1.0
3	Cc1nnc2c(NC3CCCC3)nc3ccccc3n12	8.4%	-43.1%[inhibitor]	-8.8	9.7%	?	-6.0%	-1.3%	-0.6
4	CN(C(=O)Cn1nc(C(=O)O)c2ccccc2c1=O)C1CCCCC1	-8.8%	-1.5%	1.6	7.1%	0.5%	-3.3%	-0.7%	-0.4
5	CCCCC(=O)Nc1ccc2c(c1)nc(CCN1CCN(C)CC1)n2C	-13.3%	-8.9%	-2.7	-0.8%	2.9%	7.7%	4.1%	-0.3
6	Cc1nn(CC(=O)N2CCCCCC2)c(=O)c2cc3occc3n12	-1.0%	-9.6%	1.1	-14.0%	?	-4.4%	3.6%	-3.3
7	O=CC(=Cc1ccccc1)c1ccccc1	2.3%	-3.7%	0.1	-17.8%	5.0%	2.7%	3.6%	-1.3
8	O=C(NCC(c1cccs1)N1CCOCC1)c1ccc(Cl)nc1 (centres undefined)	-22.0%	10.8%	0.2	-16.1%	-5.7%	4.5%	3.0%	0.0
9	Cc1ccc(NC(=O)CC2(CC(=O)O)CCCC2)c(C)c1	-17.7%	-12.5%	-0.9	-7.1%	-10.7%	9.1%	6.2%	-0.6
10	CCNC(=O)CC1C(=O)N(C)C(=S)N1NC(=O)c1ccc(Cl)cc1 (centres undefined)	-2.8%	-4.1%	-6.3	4.7%	-12.1%	7.7%	6.5%	-0.3

Further structures
no.	molecule	EPAC1 antag	Abeta rescue	PI5P4Ka inh	FUS suppressor	PLK1 PBD inh	WRN inhibitor	EPAC1 agonist	IL2 activator
11	CC1(C)Cc2ccccc2-c2nc(NN)[nH]c(=O)c21	4.8%	7.3%	8.0	28.8%	-3.0%	-4.7%[57.1 µM]	-2.1%	-0.2
12	O=Cc1c(N2CCN(c3cccc(Cl)c3)CC2)nc2ccccn2c1=O	-7.0%	-19.5%	-5.0	7.1%	-10.5%	0.5%	-1.3%	-3.0
13	COc1ccc(NC(=O)CCSc2nc(C)cs2)cc1	10.7%	-2.9%	-5.3	27.3%	10.3%	-3.5%	2.8%	0.9
14	Cc1nn(C)c(Oc2ccccc2)c1CCNC(=O)CC(C)C	7.5%	-12.1%	4.8	-2.3%	-2.6%	-17.3%[57.1 µM]	-5.3%	-0.4
15	COc1ccc(Cn2c(C)c(C)c(C#N)c2NC(=O)Nc2ccccc2)cc1	-18.4%	17.5%	0.2	-6.3%	-2.5%	-8.6%	-1.1%	-0.5
16	O=C1NC[C@H](CCCCN2C[C@H](Cc3ccc(O)cc3)N(CCC3CCCCC3)C(=O)C2=O)N(CCc2ccccc2)C1=O	-7.4%	-5.3%	-4.2	39.2%	-16.8%	-2.6%	9.6%	-0.6
17	O=C(OCC(=O)N1CCCCC1)c1cccc(NS(=O)(=O)c2ccccc2)c1	2.3%	3.9%	-7.7	0.9%	-5.4%	6.7%	6.8%	-0.3
18	CCCCNC(=O)c1nnn(-c2ccccc2)c1N	11.5%	9.6%	5.0	5.0%	-1.8%	9.7%	-4.4%	-3.0
19	Cc1cc(SCCOc2ccc(Br)cc2)nc(N)n1	3.9%	5.7%	2.3	-5.3%	1.3%	-9.7%	-8.4%	-2.6
20	COc1ccccc1CCCNC(=O)C1CCC(=O)N(CCN2CCOCC2)C1 (centres undefined)	16.1%	7.9%	-2.5	-4.0%	0.3%	-0.3%	-2.8%	-4.1

Later entries
no.	molecule	EPAC1 antag	Abeta rescue	PI5P4Ka inh	FUS suppressor	PLK1 PBD inh	WRN inhibitor	EPAC1 agonist	IL2 activator
21	COc1ccc(NC(=O)NC2(C(=O)N3CCCC3)CCCCC2)cc1	10.9%	-0.8%	-0.8	7.0%	-7.7%	-8.1%	15.6%	-0.4
22	Cc1cc(=O)n(CC(=O)NC2CC2)c2c1c(C)nn2-c1ccccc1	-1.9%	5.3%	-2.2	-8.3%	-13.1%	4.0%	14.4%	-1.5
23	COc1ccccc1CNC(=O)C(=O)c1cn(CC(=O)N2CCOCC2)c2ccccc12	19.2%	-2.6%	3.7	25.0%	-3.6%	-4.2%	-5.4%	-1.6
24	COC(=O)c1ccccc1C(=O)c1ccc2c(c1)NC(=O)CO2	-0.9%	1.7%	-7.3	-1.6%	?	-2.6%	-0.8%	-0.4
25	CC(=O)c1ccc(OCC(O)CN2CCN(Cc3ccccc3)CC2)cc1 (centres undefined)	-3.0%	-18.0%	-9.4	-24.6%	-20.1%	6.0%	-33.2%[inhibitor]	-3.1
26	c1ccc(Sc2ccccc2CN2CCCC2)cc1	18.5%	-12.2%	-6.4	9.1%	-11.0%	6.8%	-1.5%	-1.5
27	C[C@@]12C(=O)N(c3ccc(Cl)cc3)C(=O)N1[C@@H]1c3ccccc3OC[C@@H]1[C@H]2c1ccccc1	-2.4%	10.6%	3.2	?	0.7%	-4.2%	5.0%	0.4
28	CCOC(=O)C1(CC2CC2)CCN(C(=O)c2cc(OC)nc3ccccc23)CC1	-6.0%	12.5%	8.1	25.8%	-4.7%	-1.2%	3.7%	-2.7
29	CC(C)(C)OC(=O)N1CCC(C(=O)N2CCC[C@H]2C(=O)O)CC1	9.2%	-1.6%	nt	28.4%	-1.0%	16.5%	-0.3%	-2.8
30	Cc1nc2ccc(NC(=S)NC3CCCCC3)cc2nc1C	-3.1%	8.0%	3.4	6.8%	-12.2%	-6.6%	-0.3%	-0.4

Following part.
no.	molecule	EPAC1 antag	Abeta rescue	PI5P4Ka inh	FUS suppressor	PLK1 PBD inh	WRN inhibitor	EPAC1 agonist	IL2 activator
31	CC(=O)CC(=O)Nc1ncccn1	-8.1%	-4.4%	0.5	-6.4%	-18.1%	5.3%	8.0%	-0.3
32	CC(=O)NC(Nc1c(C)n(C)n(-c2ccccc2)c1=O)C(Cl)(Cl)Cl (centres undefined)	7.0%	10.0%	-6.2	-41.7%	4.9%	1.8%	1.4%	0.0
33	O=C(CNC(=O)c1ccc2c(c1)S(=O)(=O)N=C1CCCCCN12)Nc1ccc(F)c(F)c1	5.9%	-35.0%[inhibitor]	2.5	6.7%	0.5%	-1.0%	-10.6%	0.5
34	C=CC[C@H](CC(=O)N(CCO)Cc1ccccc1)C(=O)N[C@H](COC(=O)[C@H](CC=C)CC(=O)OC(C)(C)C)Cc1c[nH]c2ccccc12	-22.6%	4.5%	6.4	?	-4.5%	-11.8%	-25.6%	-0.8
35	CCOc1cc(C(=O)O)ccc1OCCOc1ccccc1	2.4%	5.1%	-3.9	18.2%	-5.7%	-9.3%	-1.6%	0.6
36	Cc1nc2ccc(-c3nc4ccc(N)cc4[nH]3)cc2[nH]1	-10.6%	-32.5%	-26.8	5.2%	-8.3%	?	-2.0%	-1.0
37	COc1cccc(CNC(=O)c2cc(S(=O)(=O)N3CCCCC3)c[nH]2)c1	-0.3%	-1.3%&2.4%	-3.2	-21.4%&-13.1%	-9.6%	-4.5%	2.4%	2.6
38	COCCCn1c(SCC(=O)c2ccccc2)nc2ccccc2c1=O	-29.2%	-3.3%	0.1	11.4%	1.7%	2.2%	-1.1%	-0.8
39	CCCSCCCNC(=O)Cn1c(=O)c2cccn2c2ccccc21	3.5%	2.0%	-3.4	1.9%	0.0%	-1.9%	1.1%	4.9
40	O=C(c1ccc(F)cc1)C1CCN(C(=O)c2ccncc2)CC1	1.2%	-3.5%	nt	10.1%	-9.6%	-3.2%	10.6%	-1.5

Shown in transposed form: 6 of the compounds above.
32. CC(=O)NC(Nc1c(C)n(C)n(-c2ccccc2)c1=O)C(Cl)(Cl)Cl (centres undefined)
33. O=C(CNC(=O)c1ccc2c(c1)S(=O)(=O)N=C1CCCCCN12)Nc1ccc(F)c(F)c1
34. C=CC[C@H](CC(=O)N(CCO)Cc1ccccc1)C(=O)N[C@H](COC(=O)[C@H](CC=C)CC(=O)OC(C)(C)C)Cc1c[nH]c2ccccc12
35. CCOc1cc(C(=O)O)ccc1OCCOc1ccccc1
36. Cc1nc2ccc(-c3nc4ccc(N)cc4[nH]3)cc2[nH]1
37. COc1cccc(CNC(=O)c2cc(S(=O)(=O)N3CCCCC3)c[nH]2)c1
entry no.	32	33	34	35	36	37
EPAC1 antag	7.0%	5.9%	-22.6%	2.4%	-10.6%	-0.3%
Abeta rescue	10.0%	-35.0%[inhibitor]	4.5%	5.1%	-32.5%	-1.3%&2.4%
PI5P4Ka inh	-6.2	2.5	6.4	-3.9	-26.8	-3.2
FUS suppressor	-41.7%	6.7%	?	18.2%	5.2%	-21.4%&-13.1%
PLK1 PBD inh	4.9%	0.5%	-4.5%	-5.7%	-8.3%	-9.6%
WRN inhibitor	1.8%	-1.0%	-11.8%	-9.3%	?	-4.5%
EPAC1 agonist	1.4%	-10.6%	-25.6%	-1.6%	-2.0%	2.4%
IL2 activator	0.0	0.5	-0.8	0.6	-1.0	2.6

(more compounds)
no.	molecule	EPAC1 antag	Abeta rescue	PI5P4Ka inh	FUS suppressor	PLK1 PBD inh	WRN inhibitor	EPAC1 agonist	IL2 activator
41	Cc1[nH]c2ccccc2c1/C=N/NC(=O)Cc1cccs1	-23.1%	-18.6%	-16.3	nt	-3.3%	-24.7%	-3.6%	-6.4
42	Cc1nc2cncc(Br)c2n1C	-13.8%	24.6%	-0.2	-24.9%	-1.5%	-7.3%	1.2%	-0.2
43	COc1ccccc1CCNC(=O)c1c(C)nn(CC(C)C)c1Cl	-2.9%	0.9%	-0.9	-7.4%	-4.1%	0.0%	1.0%	-4.1
44	CC(C)[C@H](NS(=O)(=O)c1ccc(Cl)cc1)C(=O)OCC(=O)c1c(N)n(C)c(=O)n(C)c1=O	16.4%	1.9%	-6.2	1.1%	-1.8%	3.1%	-1.0%	-0.4
45	COc1ccc(OC)c(-n2c(=S)[nH]c3c(sc(=S)n3-c3ccccc3)c2=O)c1	-22.3%	6.3%	-14.3	?	-6.8%	1.0%[57.1 µM]	-9.5%	-1.7
46	COc1ccccc1CNS(=O)(=O)c1ccc2c(c1)NC(=O)CS2	6.6%	5.9%	0.5	27.7%	-8.3%	0.3%[57.1 µM]	1.7%	0.5
47	Cc1ccccc1OCc1nnc2c3cnn(C)c3ncn12	-21.9%	-2.1%	2.7	9.0%	-7.7%	4.2%	22.4%	-1.2
48	Cc1nc2ccc(Br)cn2c1C(=O)N/N=C\c1ccccc1Cl	26.6%	4.9%	-6.1	-23.0%	0.9%	3.8%	2.3%	1.0
